Coupling enz: counter-screen for Giardia aldolase inhibitors: coupling enzyme system. 0.67% of 290,000 active. activity change, negative = inhibition, % at 58.2 µM, hits read low. coupling enzyme system counterscreen, AmpLite Red fluorescence. AID 2472; in the data active = activity change below about -30%
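Final compound at 57.5 uM, incubated 10 min at RT with coupling enzyme reagent (glyceraldehyde-3-phosphate), then 20 min with substrate and AmpLite Red detection. Fluorescence read at 525/598 nm; tests interference with the coupling assay, not aldolase inhibition.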
KCNH2 WT inh: inhibitors of human wildtype KCNH2 potassium channel. U2OS, BacMam KCNH2, thallium flux FluxOr; stronger effect = lower value. activity change, % at 1.84 µM. 0.37% of 340,000 active;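 active = maximum activity change below -70%; inconclusive = maximum activity change between -70% and -50%; inactive = maximum activity change above -50%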
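U2OS cells were transduced with wild-type KCNH2 virus (2.03 x 10^8 / mL) for 4 h at room temperature, then cultured overnight at 37 C. Thallium flux was read with FluxOr dye. Rate constants were normalized to DMSO controls.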
BCR signal inh: inhibitors of chronic active B-cell receptor signaling. Potency, µM (top dose mostly 46.1 µM), for the others: top-dose ratio change, negative = lower green/red ratio, actives largely listed as inhibitors. 0.05% of 340,000 active. ABC-DLBCL IkBa-CBG/CBR reporter, luminescence ratio, 4 h; active = well fitted inhibition curve with a large enough effect in the signal ratio, with a control signal flat, not every such curve was filed as active; inconclusive = small, poorly fitted or top-dose-only effect, or effect the other way, or a change in a side signal; the % refers to the signal ratio;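 also: potency is read from the fitted curve at half-maximal effect; plate controls were basal doxycycline-induced cells for no effect and cells given 10 µM MG132 for full effect; MG132 reads +100%, hits lower the ratio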
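Compounds up to 46 uM were incubated four hours with TMD8 cells whose green CBG68 luciferase is fused to IkappaBalpha; red CBR luminescence normalised the signal, and concentration-effect curves were fitted to fusion, red and ratio data.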
Giardia kill: Giardia lamblia killing; 0.15% of 340,000 active; activity change, % at 7.66 µM, hits read low; AID 540267; Giardia lamblia trophozoite viability; in the data active = activity change below about -80%; inconclusive = between about -30% and that limit;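 also: parasites exposed to compound for two days anaerobically before the ATP read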
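Killing of trophozoites was scored by loss of ATP luminescence after a 48 hrs anaerobic exposure to compounds at 37 deg C, using 100 cells per well.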
PKM2 act: increases activity of human pyruvate kinase M2; P14618; 0.34% of 260,000 active; purified PKM2, Kinase-Glo ATP luminescence, activation; response scale: 0% is enzyme alone, no compound; Potency, µM (titrated, usually from 57.5 µM), for the others: at the top dose activation, actives largely listed as activators; also: potency is read from the fitted curve at half-maximal effect; nearly all actives have a fitted effect of over 55% in size
Target sequence (P14618 whole entry, looked up): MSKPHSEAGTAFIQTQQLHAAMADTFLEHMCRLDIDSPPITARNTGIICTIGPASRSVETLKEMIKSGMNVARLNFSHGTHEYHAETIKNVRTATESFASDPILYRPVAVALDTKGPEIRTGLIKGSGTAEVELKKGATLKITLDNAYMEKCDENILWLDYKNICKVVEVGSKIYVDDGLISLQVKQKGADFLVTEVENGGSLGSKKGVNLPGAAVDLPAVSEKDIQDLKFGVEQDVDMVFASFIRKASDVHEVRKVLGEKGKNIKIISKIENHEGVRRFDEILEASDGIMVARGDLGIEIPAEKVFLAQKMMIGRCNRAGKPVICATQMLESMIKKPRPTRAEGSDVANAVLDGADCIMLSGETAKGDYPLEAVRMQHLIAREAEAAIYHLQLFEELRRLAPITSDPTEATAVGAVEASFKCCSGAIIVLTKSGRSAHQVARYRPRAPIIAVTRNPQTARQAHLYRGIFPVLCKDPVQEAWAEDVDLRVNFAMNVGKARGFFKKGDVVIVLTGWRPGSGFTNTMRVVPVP
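Purified hPK-M2 (>95%) run at intermediate activity with 0.1 mM ADP and 0.5 mM PEP in 50 mM imidazole pH 7.2, KCl, MgCl2; 1 h room temperature. ATP formed read by Kinase-Glo luminescence; normalized to uninhibited and no-enzyme controls.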
KCNH2 3.1 inh: blocks the human KCNH2 3.1 channel isoform | U2OS KCNH2 3.1, thallium flux FluxOr; stronger effect = lower value | activity change, % (tested at about 1.8 µM) | 0.95% of 340,000 active | AID 720553;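 active = maximum activity change below -70%; inconclusive = maximum activity change from -70% to -50%; inactive = maximum activity change above -50%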;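 also: thallium influx rate constant from kinetic fluorescence after stimulation buffer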
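Normalized rate constant (relative to positive and negative DMSO controls) derived from a 2 min kinetic fluorescence read after stimulation; U2OS cells expressing the 3.1 isoform via virus at 1.77 x 10^8 /mL.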
USP2a inh: blocks human ubiquitin-specific protease USP2a. O75604. USP2 core, Ub-CHOP2 coupled fluorogenic reporter, 485/531. Potency, µM (titrated, usually from 38.3 µM), for the others: at the top dose activity change, negative = inhibition, hits mostly inhibitors. 0.01% of 330,000 active. AID 463254;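 also: potency is read from the fitted curve at half-maximal effect; plate controls were DMSO wells for no effect and full inhibition by NEM control for full effect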
Target sequence (O75604 whole entry, looked up): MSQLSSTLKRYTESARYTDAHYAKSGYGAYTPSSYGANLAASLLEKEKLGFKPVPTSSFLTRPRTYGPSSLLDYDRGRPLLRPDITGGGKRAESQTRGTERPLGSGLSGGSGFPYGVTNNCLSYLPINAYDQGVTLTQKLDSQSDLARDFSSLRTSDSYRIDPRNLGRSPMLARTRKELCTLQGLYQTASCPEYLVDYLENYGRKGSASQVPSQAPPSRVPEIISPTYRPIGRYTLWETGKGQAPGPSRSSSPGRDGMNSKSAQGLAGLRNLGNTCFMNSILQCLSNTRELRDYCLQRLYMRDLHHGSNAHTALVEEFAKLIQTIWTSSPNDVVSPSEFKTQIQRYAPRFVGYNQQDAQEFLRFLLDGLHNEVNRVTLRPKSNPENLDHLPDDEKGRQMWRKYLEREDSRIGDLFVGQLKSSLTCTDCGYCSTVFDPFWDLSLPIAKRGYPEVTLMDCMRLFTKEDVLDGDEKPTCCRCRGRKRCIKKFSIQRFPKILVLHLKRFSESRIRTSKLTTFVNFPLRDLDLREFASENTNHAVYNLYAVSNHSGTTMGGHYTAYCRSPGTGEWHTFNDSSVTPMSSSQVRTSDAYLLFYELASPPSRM
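USP2 core (10nM final) preincubated 30min RT with compound in 20mM Tris-HCl pH 8.0, 2mM CaCl2, 2mM beta-mercaptoethanol, 0.05% CHAPS; 25nM Ub-CHOP2 plus 25nM reporter substrate added, fluorescence (Ex485/Em531) read after 60min.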
uPA surface inh: inhibitors of cell surface uPA generation | cell surface uPA generation assay, qHTS | 0.31% of 330,000 active | Potency, µM (doses to about 38.3 µM), inactives show top-dose activity change, negative = inhibition, hits mostly inhibitors | AID 540303; active = well fitted inhibition curve with a large enough effect; inconclusive = small, poorly fitted or top-dose-only effect; inactive = no such curve, though single readings can be large or run the other way; tested in mouse RAW 264.7 cells; also: potency is read from the fitted curve at half-maximal effect; nearly all actives have a fitted effect of over 55% in size
B2AR arrestin: beta2AR (human) beta-arrestin recruitment activity; P07550; beta-arrestin recruitment to beta2AR, cell-based reporter; Potency, µM (doses to about 46.1 µM), without a hit: at the top dose activation, most hits filed as activators; 0.02% of 330,000 active;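 also: potency is read from the fitted curve at half-maximal effect; 0% = DMSO controls and full agonism = EC100 isoproterenol or metaproterenol; nearly all actives have a fitted effect of over 65% in size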
Eya2 phos inh: Eya2 (human) phosphatase inhibition. O00167. recombinant Eya2, OMFP fluorescence dephosphorylation (OMFP is methylfluorescein phosphate). Potency, µM (highest dose often 76.9 µM), for inactives: at the highest dose activity, negative = inhibition, usual class: inhibitors. 0.006% of 330,000 active; also: potency is read from the fitted curve at half-maximal effect
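Eya2 protein (added as 0.2 uM solution) was preincubated with compound for 10 min at ambient temperature in 50 mM HEPES pH 7.5, 50 mM NaCl, 5 uM MgCl2, 0.05% BSA, 1 mM DTT. OMFP (added at 50 uM) then reacted 10 min; fluorescence read at 485/525 nm.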
GALK inhibitor: inhibitors of human galactokinase | Purified GALK, Kinase-Glo residual ATP luminescence | 0.007% of 270,000 active | Potency, µM (series often up to 57.5 µM), for the others: at the top dose activity change, negative = inhibition, most hits filed as inhibitors | P51570; also: potency is read from the fitted curve at half-maximal effect
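Human GALK (5 nM) with 35 uM ATP and 100 uM galactose in 20 mM HEPES pH 8.0, 5 mM MgCl2, 60 mM NaCl, 1 mM DTT, 0.01% BSA. After 1 h at room temperature, leftover ATP was read by Kinase-Glo Plus luminescence.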
* hit, by the source's call; i = inactive; ? = inconclusive; / = no result given; [ ] = remark or other dose. Unless noted, calls follow the shape of the dose curve; as a rule, active = well fitted curve in the direction sought with a large enough effect; inconclusive = small, poorly fitted or top-dose-only effect, or another doubt; inactive = no such curve, though single readings can be large; an effect the other way counts as inactive or inconclusive. Unless noted, % is scaled to controls: 0 for no effect and ±100 for the full control effect.

SMILES | Coupling enz | KCNH2 WT inh | BCR signal inh | Giardia kill | PKM2 act | KCNH2 3.1 inh | USP2a inh | uPA surface inh | B2AR arrestin | Eya2 phos inh | GALK inhibitor
CCCCn1c(N)c(N(CCOC)C(=O)C2CCN(S(=O)(=O)c3ccc(Cl)cc3)CC2)c(=O)[nH]c1=O | / | 3 | 9% | 9 | 0% | 6 | 4% | 0% | 0.3% | 0% | -1%
COc1ccc(/C=C2\C(=O)N(c3c(Cl)cc(Cl)cc3Cl)N=C2NC(=O)c2cccc([N+](=O)[O-])c2)cc1 | 13 | 4 | -1% | -11 | 13% | -1 | -2% | 10% | 0.1% | -2% | 0%
CCOC(=O)c1ccccc1NC(=O)COC(=O)CSc1ccccc1 | / | 18 | -5% | 15 | / | 4 | -7% | -18% | 0.1% | 6% | /
Nc1nccc(-c2nn(-c3ccc(Cl)cc3)ccc2=O)n1 | 2 | 1 | 8% | -14 | ? | 9 | 1% | 3% | -0.2% | ? | /
Cn1cnc(S(=O)(=O)NC2CCN(Cc3c(F)cccc3Cl)CC2)c1 | / | -5 | -1% | -4 | -8% | -25 | 2% | 8% | 0.4% | 1% | -1%
CC(C)C(c1nnnn1C1CCCC1)N1CCC(C(N)=O)CC1 (configuration not stated) | 1 | -2 | 3% | 2 | -3% | 14 | 4% | -2% | -0.8% | -8% | 12%
Cc1ccccc1NC(=O)c1ccccc1NC(=O)Cc1cccc2ccccc12 | 5 | 6 | 0% | -17 | -19% | -23 | 3% | 9% | -0.1% | 3% | /
O=C(Cn1nc(C(=O)O)c2ccccc2c1=O)Nc1cccc(S(=O)(=O)N2CCCCC2)c1 | / | -1 | -14% | -11 | / | -5 | 0% | 3% | -0.4% | 2% | /
COc1ccccc1CN(Cc1nc2ccccc2c(=O)[nH]1)C(=O)Nc1ccccc1C | 0 | -11 | 0% | 0 | 0% | -15 | -1% | -1% | -0.7% | 15% | -2%
COc1ccccc1N1CCN(C(=O)c2cccc(S(=O)(=O)N3CCCCCC3)c2)CC1 | / | 2 | ? | -7 | / | -14 | -1% | 13% | -0.2% | -3% | /
Cc1ccc(NC(=O)Cc2c[nH]c3ccccc23)cc1S(=O)(=O)N1CCCCCC1 | -5 | -2 | -5% | -13 | 1% | 2 | 1% | 10% | -0.4% | -3% | -1%
Nc1c(C(=O)CSc2nnnn2-c2ccc(O)cc2)c(=O)[nH]c(=O)n1C1CC1 | / | 1 | ? | 1 | / | 11 | 2% | 0% | 2.4% | 15% | /
Cc1ccc(C)c(NC(=S)NCCN(C2CCCCC2)C2CCCC2)c1 | -1 | 37 | 13% | 2 | -4% | -46 | 2% | -5% | 0.3% | -2% | 0%
CS(=O)(=O)c1cccc(C(=O)OCC(=O)Nc2ccc3c(c2)OCO3)c1 | / | -32 | ? | -10 | / | 2 | 2% | 6% | 0.3% | -8% | /
Fc1cccc(/C=N/Nc2ccc(Cl)nn2)c1 | -7 | -4 | 12% | -24 | / | 8 | 3% | 0% | -0.3% | -2% | 2%
Cc1ccc(-n2c(SCC(N)=O)nnc2-c2ccccn2)cc1C | 1 | -14 | -2% | 53[activator] | -1% | -8 | 1% | -4% | 0.4% | -9% | 1%
COc1ccc(C(=O)NCCc2nnc3ccc(SCC(=O)N4CCCCC4)nn23)cc1 | -1 | -4 | 0% | ? | 0% | 10 | -9% | -1% | -0.2% | -5% | 2%
NC(=O)N1CCN(C(=O)c2ccco2)CC1 | 0 | -10 | ? | 3 | -13% | 0 | 3% | 0% | -0.2% | -31% | -3%
Cc1ccc(CNC(=O)Nc2ccccc2)c(C)c1 | -3 | 5 | 0% | 5 | -4% | -2 | 2% | -3% | -0.4% | -1% | -2%
Cc1ccc(/C=N/NC(=O)c2cccc(NC(=O)c3ccccc3C)c2)o1 | 0 | 0 | -11% | -7 | 5% | -8 | 5% | 1% | 0.1% | -14% | 16%
Cc1c(C(C)CCCO)oc(=O)c2c1Oc1c(C)c(C(C)C[C@@H](C)O)oc(=O)c1C2 (some centres not stated) | / | 16 | 7% | 6 | / | -7 | -1% | 8% | 0.4% | 15% | /
CCOC(=O)N1CCN(C(=O)N2CCOCC2)CC1 | 4 | -1 | -4% | -18 | 2% | 20 | 0% | 0% | 0.1% | 0% | -1%
CCCC(O)(c1ccc(Cl)cc1)C(CN1CCOCC1)c1ccccc1 (configuration not stated) | 2 | -10 | -3% | 1 | 9% | 5 | -1% | 16% | -0.8% | 0% | 1%
C=CCOc1ccccc1/C=N/NC(=O)c1ccc(Cl)cc1Cl | -3 | -2 | 0% | 12 | 0% | 16 | 1% | 2% | -1.4% | 3% | 2%
CC(=O)NNC(=O)c1cc2sccc2s1 | 2 | -4 | 7% | 26 | -4% | 8 | 1% | 4% | -0.4% | 6% | 2%
Carrying on:
SMILES | Coupling enz | KCNH2 WT inh | BCR signal inh | Giardia kill | PKM2 act | KCNH2 3.1 inh | USP2a inh | uPA surface inh | B2AR arrestin | Eya2 phos inh | GALK inhibitor
CCOc1ccc(Br)cc1S(=O)(=O)N1CCSC1 | -2 | 10 | ? | -16 | 0% | 2 | 1% | -2% | 0.5% | -18% | -1%
CCOC(=O)c1ccc(NC(=O)c2nc[nH]c2C(=O)NC2CCN(C(=O)OC(C)(C)C)CC2)cc1 | 1 | 5 | 6% | ? | 1% | 14 | 1% | 22% | -0.1% | 0% | -2%
COC(=O)[C@H](CCSC)NC(=O)Nc1ccc(OC)cc1 | 2 | 0 | 3% | 0 | 0% | 24 | 2% | -2% | 0.3% | 22% | 0%
CC(=O)c1ccc(NC(=O)CSc2nc3nc(C)cc(C)n3n2)cc1 | 0 | -5 | ? | -27 | 2% | -1 | 0% | -9% | 0.3% | 6% | -3%
O=C(CSc1ccc(F)cc1)Nc1ccc2c(c1)C(=O)NC2=O | 3 | -21 | 5% | -6 | 0% | 4 | 0% | -7% | 0.2% | 3% | 7%
COc1cccc(-c2cc(C(=O)NC3CCCC3)no2)c1 | 0 | -1 | ? | 6 | -3% | -1 | 1% | -26% | -0.8% | 4% | -1%
CNC(=S)N/N=C/c1c(C(=O)OC)cnn1-c1ccc(F)cc1F | -21 | -11 | ? | 18 | 0% | 0 | -5% | -1% | -0.2% | -10% | 5%
O=C(NCCc1cnn(-c2ccccc2)c1)c1cc(COc2c(F)cccc2F)on1 | 1 | i | 21% | 21 | 5% | 2 | 3% | -4% | 0.0% | -3% | 0%
Cc1ccc(OCc2ccc(C(=O)O)o2)cc1C | 14 | -7 | ? | 1 | / | -23 | 0% | 13% | -0.6% | -22% | /
Cc1nnc(SCC(=O)N2CCN(c3cccc(Cl)c3)CC2)n1C1CC1 | / | 13 | -2% | 9 | / | 5 | 0% | -1% | 0.1% | 4% | /
c1ccc2c(c1)oc1c(Nc3ccc(CN4CCOCC4)cc3)ncnc12 | -4 | 3 | ? | -17 | -4% | -25 | -5% | -7% | -0.7% | -2% | 5%
Cc1noc(C)c1S(=O)(=O)N(CCc1ccccc1)Cc1ccccc1 | 1 | -21 | -1% | 3 | 0% | -15 | 2% | 2% | -0.3% | 5% | 2%
CCn1c(C)nc2cc(S(=O)(=O)C(F)F)ccc21 | -1 | 10 | -1% | 3 | -1% | -4 | -1% | / | 0.5% | 15% | -3%
CCN(C[C@H]1N[C@@](C)(C(=O)OC)[C@H]2C(=O)N(Cc3ccccc3)C(=O)[C@@H]12)C(=O)C1CCCCC1 | / | 0 | -1% | -2 | / | -11 | -5% | 4% | -1.3% | 1% | /
CCn1c(/C=C/c2ccccc2[N+](=O)[O-])nc2ccccc2c1=O | -4 | 0 | -3% | 29 | -4% | -8 | 3% | -6% | -0.1% | 0% | 0%
Cc1nn(C)cc1C(=O)Nc1cc(Oc2ccc(Cl)cc2)cc([N+](=O)[O-])c1 | 1 | -11 | 10% | 10 | -5% | 1 | -1% | / | 0.1% | 5% | 0%
COC(=O)c1ccc(NC(=O)C2CCCCC2C(=O)O)cc1 (configuration not stated) | 3 | 2 | -1% | -22 | -7% | -2 | 0% | 3% | 0.2% | 12% | 5%
CC1CCCC(NC(=O)COC(=O)c2ccccc2NC(=O)c2ccco2)C1C (configuration not stated) | -10 | -7 | -2% | -6 | -6% | -5 | -2% | 2% | 0.1% | 3% | 2%
COc1ccccc1N1CCN(C(c2cccs2)C(C)NC(=O)C(=O)N2CCOCC2)CC1 (configuration not stated) | 1 | -11 | 2% | -13 | / | 5 | 6% | -20% | -0.1% | 3% | -3%
O=C(COC(=O)c1ccco1)Nc1cc(S(=O)(=O)N2CCOCC2)ccc1Cl | / | -6 | -14% | -18 | / | -25 | 1% | 3% | 0.2% | 4% | /
CN1CCN(C(=O)/C=C/c2ccc(C#N)cc2)CC1 | 3 | 21 | 0% | -8 | / | -2 | 0% | 7% | 0.2% | 12% | -2%

Screens as filed in PubChem.
